Source: PubChem BioAssay
RmlC RmlD mix – inhibitors of RmlC and RmlD coupled enzymes. inhibition, % at 5.5 µM. AID 1532. RmlC/RmlD coupled enzyme inhibition, 384-well mixture HTS. hit rate 0.39% among 110,000; in the data active = inhibition above about 30%, passing the limit was not always enough; inconclusive = no clear call, values can overlap the other calls; also: strong numbers were not always called active
RT RNaseH block – inhibitors of HIV-1 reverse transcriptase RNase H; RT-RNase H RNA/DNA duplex cleavage, fluorescence; inhibition, % at 10 µM; hit rate 1.9% among 65,000; AID 565; in the data active = inhibition above about 50%
* hit, by the source's call; ? = inconclusive; . = not tested or not shown.

Compound	RmlC RmlD mix	RT RNaseH block
Cc1ccc(S(=O)(=O)Nc2ccc(Br)cc2/C=N/n2cnnc2)cc1	4	-2
O=C(CN1C(=O)CCS(=O)(=O)c2ccccc21)NCc1ccc(F)cc1	0	-10
CN(CCNC(=O)C1CCN(S(=O)(=O)c2cnc[nH]2)CC1)Cc1ccccc1	10	-24
Cc1ccc(C)c(NS(=O)(=O)c2cc(C(=O)Nc3ccccc3-c3ccccc3)ccc2Cl)c1	9	.
Cc1cnc(C(=O)Nc2ccc(-n3cnnn3)cc2)cn1	-12	2
CCC(C)Sc1nnc(CSc2nc3nc(C)cc(C)n3n2)o1 (stereo unspecified)	-14	.
O=C(NCCC1=CCCCC1)C1CCN(S(=O)(=O)c2ccc(-n3cnnn3)cc2)CC1	-16	-4
CCOP(=O)(c1ccc(N(C)C)cc1)C(O)c1ccccc1 (stereo unspecified)	-13	.
Clc1ccc2oc(-c3cccnc3NCc3ccccc3)nc2c1	-93	.
Cn1c2ccccc2c(=O)c2c(=O)n(C3CCCCC3)c(-c3cccs3)nc21	3	.
O=C(O)C(c1ccccc1)N1CCCC1 (stereo unspecified)	-13	-8
O=S(=O)(c1ccccc1)N(CC(O)CN1CCCCC1)c1ccccc1 (stereo unspecified)	-8	-6
CC1CCN(CCNC(=O)CCS(=O)(=O)c2ccc(Br)cc2)CC1	7	-9
C=CCNc1nc(Cl)nc(Nc2ccc(OC)cc2)n1	-23	.
O=C(C1CCCN(S(=O)(=O)c2cccc3nonc23)C1)N1CCN(c2cccc(Cl)c2)CC1 (stereo unspecified)	11	.
O=C(NCc1ccccc1)C1(C(F)(F)F)C/C(=C\CCO)CCCO1 (stereo unspecified)	5	.
CCOC(=O)Cn1c(C(=O)OCC)cc2sccc21	6	0
Cc1nc2ccc(S(=O)(=O)NC(C(=O)NCc3ccco3)C(C)C)cc2s1 (stereo unspecified)	-10	1
Cc1nn(-c2ccccc2C(=O)O)c(=O)c2ccccc12	-9	-2
COc1ccc(CCNC(=O)c2cc(-c3ccc(C)cc3O)n[nH]2)cc1OC	2	.
CC(O)(CC(=O)O)CC(=O)O	4	.
COc1cccc2cc(-c3nnc(SCC(=O)Nc4nc(C)cs4)n3C)oc12	10	-18
Cc1cc(NC(=O)COC(=O)c2ccc(S(=O)(=O)N3CCCc4ccccc43)cc2)no1	?	-26
CN(C)C(=O)C1OC(C)(C)OC1C(=O)N(C)C (stereo unspecified)	-7	.
COC(=O)c1sc(S(=O)(=O)N2CCN(c3ccccc3)CC2)c(C(=O)OC)c1C	4	2
CC1CCN(S(=O)(=O)c2ccc3ncn(CC(=O)N(C)Cc4ccccc4)c(=O)c3c2)CC1	-9	3
Cc1cc(NC(=O)CN2CCOCC2)n(-c2nc3ccccc3s2)n1	45	.
O=C(CNC(=O)c1ccccc1)NCCc1nc2ccccc2[nH]1	-5	-6
CCOC(=O)c1c(CN(CC)CC)oc2cc(Br)c(O)cc12	-148	-4
Cc1cccc(N=C2NC(=O)CS2)c1	.	-3
COc1ccc(S(=O)(=O)NCC2CCC(C(=O)NCc3ccco3)CC2)cc1 (stereo unspecified)	8	-6
CCOC(=O)C(C(=O)Nc1nccs1)C1CCCCC1 (stereo unspecified)	.	-5
Nc1nc2nonc2nc1N1CCCCC1	3	0
Cc1nc(NC(=O)c2ccco2)sc1-c1csc(Nc2ccc(Cl)cc2Cl)n1	-22	.
Cc1oc(-c2ccccc2)cc1C(=O)Nc1ccccc1	5	.
COc1ccc(CCNc2ccncn2)cc1OC	3	.
Cc1ccc(-c2nc(CSCC(=O)N3CCN(c4ccccn4)CC3)c(C)o2)cc1	-7	-5
N#CNC1=NCN(Cc2ccccc2)CN1	2	-1
C/C=C(\C)C(=O)NCCN1C2=NC[C@@H](C)N2C[C@H]1Cc1ccc(O)cc1	10	.
CCOC(=O)Cc1csc(NC(=O)CCNS(=O)(=O)c2ccc3c(c2)CCC(=O)N3)n1	-7	-11
CCOC(=O)c1oc2cc(O)cc(C)c2c(=O)c1-c1cscn1	-7	8
CCCCOC(=O)c1[nH]c2c(c1C)C(=O)CC(c1cc(OC)c(OC)c(OC)c1)C2 (stereo unspecified)	50	-5
CC(OC(=O)C1CCN(S(=O)(=O)c2ccccc2)CC1)C(=O)Nc1ncc(Cl)cc1Cl (stereo unspecified)	9	-4
CCCC(=O)N(C)c1nnc(-c2ccc(OC)cc2)s1	-8	32
O=C(O)c1ccc(-c2noc(-c3ccccc3F)n2)cc1	-15	.
O=C(Nc1ccc(S(=O)(=O)N2CCCCC2)cc1)c1ccccc1Cl	-7	.
COc1ccc(-c2nnc(SCC(=O)NCCc3ccccc3)o2)cc1	1	.
COc1cccc(C(=O)N2N=C(c3cccc(OC)c3)CC2(O)C(F)(F)F)c1 (stereo unspecified)	12	.
CCOC(=O)N1CCN(C(=O)CCNS(=O)(=O)c2cc(Br)cnc2N)CC1	10	-17
Cc1nc2ccccn2c1/C(O)=C1\C(=O)C(=O)N(CCN2CCOCC2)C1c1ccncc1 (stereo unspecified)	-15	5
CCOc1ccc(C(CCc2ccccc2)NC(=O)c2ccccc2F)cc1OCC (stereo unspecified)	3	.
COc1ccc(CC(=O)NC(c2ccccc2)c2ccccc2)cc1S(=O)(=O)N1CCOCC1	-7	.
CC(=O)c1cn(CCCCCCCCCCn2cc(C(C)=O)c(=O)[nH]c2=O)c(=O)[nH]c1=O	12	.
COC(=O)c1ccc(Cn2c(O)c(N=O)c3ccccc32)o1	3	-5
COc1ccc(C(C(=O)NC2CCCCC2)N(CC2CCCO2)C(=O)C2COc3ccccc3O2)cc1OC (stereo unspecified)	25	.
CCN(CC)C(=O)CC(c1ccc2c(c1)OCO2)c1c(OC)cc(OC)c2c(-c3ccccc3)cc(=O)oc12 (stereo unspecified)	9	.
CCCC(=O)NC(=S)Nc1ccccc1F	-8	.
COc1ccc2cc(CCNC(=O)CC(C)(C)C)c(=O)[nH]c2c1	-12	-6
CCCCCc1c(C)nc(SCC(=O)O)[nH]c1=O	-16	-6
O=C(CSc1nc(-c2cccs2)cc(C(F)(F)F)n1)NCc1ccccc1	3	.

The list continues:
Compound	RmlC RmlD mix	RT RNaseH block
Cc1ccc(C(=O)CSc2nnc(-c3ccccc3)n2-c2ccccc2)o1	8	-3
COC(=O)c1cccc(C23CC4(C2)[C@H](CN(C)[C@@H]4c2ccccc2)C3c2ccc(C(F)(F)F)cc2)c1 (stereo partly specified)	-10	.
COC(=O)c1cccc(C#CC(NP(=O)(c2ccccc2)c2ccccc2)c2ccccc2)c1 (stereo unspecified)	-12	.
O=C(O)c1ccc(-c2ccccc2Cl)o1	0	-10
Cc1cc(C(C)(C)C)oc1C(=O)N(CC(=O)NC1CCCC1)c1ccc(F)cc1	-3	.
CC(=O)Nc1ccc(NC(=O)CSCCc2ccccn2)cc1	6	.
Cc1nn(-c2ccccc2)c2sc(C(=O)OCN3C(=O)c4ccccc4C3=O)cc12	-8	-29
CCOc1ccc(C(F)(F)F)cc1NC(=O)c1ccc(OC)c([N+](=O)[O-])c1	2	.
c1cnc2c(C3NCCc4c3[nH]c3ccccc43)cccc2c1 (stereo unspecified)	4	.
O=C(Cc1ccccc1)N/N=C/C=C/c1cccc([N+](=O)[O-])c1	-8	.
CCOC(=O)CC(=O)CSc1[nH]c(=O)cc(C)c1C#N	5	-6
CC(NC(=O)c1ccccc1NC(=O)c1ccco1)C(=O)O (stereo unspecified)	-9	-2
COCc1nnc(NC(=O)c2ccco2)s1	-13	-9
CCOC(=O)C1CCN(c2c(NCCCN(CC)Cc3ccccc3)c(=O)c2=O)CC1	7	0
CCC1CCCCN1CCCNC(=O)c1ccc2c(=O)n(Cc3ccc(OC)cc3)c(=O)[nH]c2c1 (stereo unspecified)	8	.
COc1ccc(-c2cn3c(C)c(C(=O)N4CCc5ccccc5C4)sc3n2)cc1	.	-9
COc1ccccc1CNC(=O)C1CCCN(S(C)(=O)=O)C1 (stereo unspecified)	-2	2
Cc1noc(C)c1S(=O)(=O)N1CCC(C(=O)N2CCN(C(=O)c3ccco3)CC2)CC1	-11	2
CCCS(=O)(=O)c1c(S(=O)(=O)CCC)c2c(N)cccn2c1C(=O)c1ccc(F)cc1	-8	9
Nc1c(Br)cc(Br)c(N2CCCC2=O)c1Br	.	-2
CC(=O)Nc1ccc(S(=O)(=O)N2C3CCCC2CC(NC(=O)C2CCCCC2)C3)cc1 (stereo unspecified)	3	2
CC1CN(O)C2CCc3c(no[n+]3[O-])C12O (stereo unspecified)	14	.
O=C(NC1CCCCC1)C(c1cccs1)N(C(=O)Cc1c[nH]c2ccccc12)c1ccc(F)cc1 (stereo unspecified)	-9	.
CC(=O)NCCCc1nc2ccccc2n1Cc1ccccc1C	8	.
CCOC(=O)c1c(NC(=O)c2cccs2)sc2c1CCN(C(=O)OCC)C2	1	-45
Cc1cccc(-n2c(-c3csc(C(C)C)c3)n[nH]c2=S)c1	-8	.
O=C(O)c1ccccc1COc1ccccc1Cl	-6	1
CCC1SC2=NC(C)=C(C(=O)OC)C(c3ccc(C(=O)OC)cc3)N2C1=O (stereo unspecified)	0	3
CCN(CC)c1ncnc2c1[nH]c1ccccc12	-5	.
COc1ccc(CN2CC(C(=O)NCCc3ccc(C)cc3)CC2=O)cc1 (stereo unspecified)	13	.
CC(=O)NC(CCS(C)(=O)=O)C(=O)Nc1nc(C)cs1 (stereo unspecified)	10	0
COc1ccc(/C=C/C(=O)NCc2c(C)nn(C)c2C)cc1COc1ccc(Br)cc1	10	.
O=C(Nc1ccc(N2C(=O)C3C4C=CC(C4)C3C2=O)cc1)Nc1cccnc1 (stereo unspecified)	7	-2
Cc1ccc2cc3cc(C(=O)N(C)C4CCCCC4)oc3nc2c1	.	-14
c1ccc(CN2OCC3Cn4c(nc5ccccc54)C32)cc1 (stereo unspecified)	-8	.
O=S(=O)(N/N=C\c1c(F)cccc1Cl)c1ccc(Cl)cc1	-7	.

Part of the list above in order of number of heavy atoms, rising.
Compound	RmlC RmlD mix	RT RNaseH block
c1ccc(CN2OCC3Cn4c(nc5ccccc54)C32)cc1 (stereo unspecified)	-8	.
CCC1SC2=NC(C)=C(C(=O)OC)C(c3ccc(C(=O)OC)cc3)N2C1=O (stereo unspecified)	0	3
COc1ccc(/C=C/C(=O)NCc2c(C)nn(C)c2C)cc1COc1ccc(Br)cc1	10	.

(continued)
Compound	RmlC RmlD mix	RT RNaseH block
COc1cc(CNCCC2CCOC(C)(C)C2)ccc1O (stereo unspecified)	?	-7
CCCNC(=O)C1CCN(S(=O)(=O)c2c(C)noc2/C=C\c2ccc(OC)cc2)CC1	13	.
CC1(C)Oc2nc3ccccc3n2/C1=C\C#N	7	.
COc1ccc(S(=O)(=O)N2N=C(C)Oc3ccccc3C2=O)cc1	-10	.
O=C(c1ccccc1)N1CCn2c(nc3ccccc32)C1	-10	-11
CCOc1ccc(-n2c(SCC(=O)Nc3ccc(OC)cc3OC)nc3c(c2=O)SCC3)cc1	14	-15
Cc1ccc(-c2nnn(CC(=O)N(Cc3ccco3)C(C(=O)NC(C)(C)C)c3cccs3)n2)o1 (stereo unspecified)	9	14
Cn1c(CNc2nc(-c3ccccc3)cs2)nnc1SCC(=O)N1CCc2ccccc21	-17	-12
CCCn1c(SCC(=O)Nc2ccccc2C(=O)OC)nc2c1c(=O)n(C)c(=O)n2C	-4	-5
O=C(COc1ccccc1-c1ccccc1)Nc1ccc(S(=O)(=O)NCc2ccco2)cc1	1	.
CCOC(=O)Nc1cc(C)c(Cl)cc1OC	.	-14
CCCCCC(=O)OC(CN1CCCCC1)CN1CCCC1=O (stereo unspecified)	?	-20

Given with each value named: entries from further up.
CCOc1ccc(-n2c(SCC(=O)Nc3ccc(OC)cc3OC)nc3c(c2=O)SCC3)cc1
  RmlC RmlD mix: 14; RT RNaseH block: -15
Cc1ccc(-c2nnn(CC(=O)N(Cc3ccco3)C(C(=O)NC(C)(C)C)c3cccs3)n2)o1 (stereo unspecified)
  RmlC RmlD mix: 9; RT RNaseH block: 14
Cn1c(CNc2nc(-c3ccccc3)cs2)nnc1SCC(=O)N1CCc2ccccc21
  RmlC RmlD mix: -17; RT RNaseH block: -12
CCCn1c(SCC(=O)Nc2ccccc2C(=O)OC)nc2c1c(=O)n(C)c(=O)n2C
  RmlC RmlD mix: -4; RT RNaseH block: -5

Additional compounds follow:
Compound	RmlC RmlD mix	RT RNaseH block
Cn1cccc1C(C(=O)NC1CCCCC1)N(C(=O)Cc1cccs1)c1ccc2c(c1)OCCO2 (stereo unspecified)	.	15
CN(C)Cc1c(O)ccc2oc(Cc3ccccc3)cc12	4	6
C1CCC(C23CC4CC(CC(C4)C2)C3)NC1 (stereo unspecified)	-17	.
Cn1c(=O)c2c(SCC(=O)N3CCOCC3)nc(CC(C)(C)C)nc2n(C)c1=O	-8	16
Cc1cc(=O)n2c(c1C#N)SC1CCCCC12O (stereo unspecified)	-3	-19
COc1cc(-c2nnc(SCC#CCO)o2)cc(OC)c1OC	-126	-6
N#C/C(=C/N1CCOCC1)c1ccccc1	-11	-6
COCCn1nnnc1C(c1ccc2ncccc2c1)N1CCN(c2ccccc2F)CC1 (stereo unspecified)	8	0

Only part of the results is shown, so the mix of outcomes need not match the whole.
